# Screening data as filed in PubChem.
# NCI-60 one-dose screen, 48 h, at 10 µM unless noted. Numbers give growth in % (100 = growth as untreated, 0 = no growth, -100 = all killed).
# HOP-92 = HOP-92 NSCLC cells; hit rate 6.3% among 71,000; AID 1794738
# CCRF-CEM = CCRF-CEM leukemia; hit rate 7% among 77,000
# EKVX = EKVX NSCLC. hit rate 3% among 71,000
# RPMI-8226 = RPMI-8226 leukemia cells; hit rate 7.5% among 77,000
# SR = SR leukemia cells | hit rate 8.7% among 73,000 | AID 1794780
# K-562 = K-562 leukemia. hit rate 7.4% among 78,000. AID 1794777
# HOP-62 = HOP-62 NSCLC; hit rate 3.9% among 80,000; AID 1794735
# MOLT-4 = MOLT-4 leukemia cells | hit rate 6.9% among 80,000
# * hit, by the source's call; . = no result given; & = joins results of further samples. The calls were made as follows: active = growth percent below 10; inactive = the rest. An unsorted share of the library. Share with any hit: about 13%.
# Each structure is followed by: HOP-92, CCRF-CEM, EKVX, RPMI-8226, SR, K-562, HOP-62, MOLT-4
COc1ccc(S(=O)(=O)NCCNc2cc(-c3cn(C(C)(C)C)nc3-c3ccccc3)ccn2)cc1
→ 32, 96, 73, 88, 49, 52, 101, .
O=C1CC2c3cc(-c4cc5ccccc5o4)ccc3CCN2C(=O)N1c1ccccc1 (stereo unspecified)
→ 47, 68, ., 68, 58, 58, 83, 64
C=C(C)[C@@H]1CC[C@]2(C(=O)O)CC[C@]3(C)[C@H](CC[C@@H]4[C@@]5(C)C[C@@H](CC#Cc6cc(OC)c(OC)c(OC)c6)[C@H](O)C(C)(C)[C@@H]5CC[C@]43C)[C@@H]12
→ ., 27, 33, 22, 59, 24, 48, 19
O=C(O)c1cn(C2CC2)c2cc(N3CCN(C(=O)CN4C(=O)S/C(=C\c5ccc([N+](=O)[O-])cc5)C4=O)CC3)c(F)cc2c1=O
→ 102, ., 72, 112, 90, 97, 82, 102
COC(=O)c1nc(-c2ccc(C)cc2)oc1N1CCNCC1
→ 87, 102, 101, 102, 94, 102, 99, 93
COc1ccc(C2(OC)Oc3cc(OC)ccc3C(=O)C2(O)OC)cc1 (stereo unspecified)
→ 105, 90, 97, 109, 113, 108, 103, 104
Nc1c(C(=O)NC2CCCCC2)sc2nc3c(cc12)C(=O)CCC3
→ 83, 99, ., 100, 79, 88, 120, 90
Cc1cc(SCc2ccc(Cl)cc2Cl)nc(SCc2ccc(Cl)cc2Cl)n1
→ 112, 108, 88, 103, 105, 110, 108, 104
COc1ccc(NC(=S)Nc2ccc(S(=O)(=O)N3CCCCC3)cc2)cc1
→ 69, 88, ., 78, 84, 106, 102, 93
COc1cc(NC(=O)c2ccccc2-c2ccccc2)c(C(N)=O)cc1OC
→ 92, 92, ., 92, 87, 105, 112, 94
CCOC(=O)C1=C(N)N(c2ccc(C)cc2)C2=C(C(=O)CC(C)(C)C2)C1c1ccccc1Br (stereo unspecified)
→ 72, 40, 91, 36, 66, 51, 91, 29
O=C(CN1CCN(c2cc(=O)[nH]c3ccc(F)cc23)CC1)Nc1cccc(C(F)(F)F)c1
→ ., 95, 89, 98, 110, 70, 60, 81
COc1ccccc1NC(=O)Nc1ccc(-c2nc3ccccc3[nH]2)cc1
→ 91, 90, 88, ., 76, 75, 99, 79
Cc1[nH]c(-c2nc3ccccc3[nH]2)c(C)c1C(=O)NN
→ 106, 105, 96, ., 96, 101, 96, 99
O=C(NNC(=S)Nc1ccccc1)c1ccc(Nc2ncnc3c2cnn3-c2cccc(Br)c2)cc1
→ 94, 108, 105, 110, 115, 112, 88, 104
Cc1cc(C)c(C#N)c(OCCCCn2c(C)cc(C)c(C#N)c2=O)n1
→ 97, 100, 97, 94, 92, 95, 91, 98
O=C1c2c(O)c(O)c(S(=O)(=O)O)c(O)c2C(=O)c2c(O)c(O)c(S(=O)(=O)O)c(O)c21
→ 81, 95, 92, 103, ., 105, 92, 103
O[C@@H]1Cc2cc(Br)c3ccccc3c2N[C@H](c2cccs2)C1
→ ., 76, 68, 43, 50, 55, 68, 80
NC(=O)NC(=O)/C=C\C(=O)O
→ 93, 59, 109, 104, 104, 89, 105, 108
Cl.Fc1c[c-]c(-c2ccccn2)c(F)c1.[Pt].c1ccc([PH+](c2ccccc2)c2ccccc2[PH+](c2ccccc2)c2ccccc2)cc1
→ -68*, -44*, -95*, ., -6.5*, 1.0*, -62*, -28*
Cc1ccc(/C=C(/C#N)C(N)=O)cc1
→ ., 103, ., 103, ., 53, 106, 98
OC(c1ccccc1)c1cnccc1NC1CCCCC1 (stereo unspecified)
→ 79, 84, 93, 78, 95, ., 93, 89
N#CNC(=S)S
→ 94, 82, 107, 102, 96, 109, 107, 98
CCOC(=O)CN1C(=O)c2ccccc2C1=O
→ ., 99, 101, 104, 115, 100, 87, 106
COc1cc(/C=N\NC(=O)CSc2nc3ccccc3c(=O)n2-c2cc(C)ccc2Cl)cc(OC)c1OC
→ 41, 77, 67, 64, 96, 86, 88, 80
Cc1ccccc1Cc1cnc(Nc2ccccn2)s1
→ 79, 89, 94, 83, 92, 38, 104, 92
CN(C)CC(=O)Nc1cc(Cl)ccc1Oc1ccc(Cl)cc1
→ ., 85, 94, 86, 77, 77, 87, 78
Cc1nc2sc(C(=O)Nc3ccc(Br)cc3)c(N)c2cc1C(=O)c1ccccc1
→ 99, 100, 91, 97, 86, 87, 95, 99
CC(N)COc1ccccc1 (stereo unspecified)
→ 97, 102&100, 96, 103&102, 101&100, 96&106, 98&103, 87&100
C/C(=C(/C)C1CC1CCN(C(=O)c1ccc([N+](=O)[O-])cc1)S(=O)(=O)c1ccc(C)cc1)c1ccc(-c2ccccc2)cc1 (stereo unspecified)
→ 95, 84, 84, 83, 81, 80, 95, 79
O=C1/C(=C/c2ccccn2)SC(=S)N1N1CCOCC1
→ 85, 84, 91, 105, 108, 103, 97, 101
COc1ccc(-c2c(C(N)=O)nnn2-c2cc(OC)c(OC)c(OC)c2)cc1
→ 106, 95, ., 93, 73, 98, 102, 87
N#Cc1cnc(Nc2nc3ccccc3s2)nc1N
→ 108, 100, 99, 96, ., 79, 107, 86
O=S(=O)(O)c1nc2ncncc2[nH]1
→ 91, 101, 103, 100, 108, 97, 92, 103
O=C(CSc1n[nH]c(-c2ccncc2)n1)c1ccc(Br)cc1
→ 101, 95, 97, 83, 97, 87, 99, 96
COc1ccc(Nc2nn3c(-c4ccccc4)cc(-c4ccccc4)nc3c2C(=O)Nc2ccccc2)c(OC)c1
→ 89, 108, 90, 87, ., 126, 74, 99
CC(=O)Nc1ccc(-n2c(C)nc3c(cnn3-c3ccccc3)c2=O)cc1
→ 83, 69, 33, 53, ., 45, 87, 56
CCCCN(CCCC)CCCOc1ccccc1Cc1ccccc1
→ ., 38, 42, 30, 26, 43, 78, 44
Nc1ccc(OCCCc2c(N)nc(N)nc2N)cc1
→ 86, ., 118, ., 108, 97, 93, 113
CCOC(=O)c1[nH]c(C)c(I)c1C
→ 60, 85, 96, 93, 85, 90, 91, 85

# Filtered by structure: the entries above with an aryl thioether with sulfur outside any ring (3)
# Each structure is followed by: HOP-92, CCRF-CEM, EKVX, RPMI-8226, SR, K-562, HOP-62, MOLT-4
Cc1cc(SCc2ccc(Cl)cc2Cl)nc(SCc2ccc(Cl)cc2Cl)n1
→ 112, 108, 88, 103, 105, 110, 108, 104
COc1cc(/C=N\NC(=O)CSc2nc3ccccc3c(=O)n2-c2cc(C)ccc2Cl)cc(OC)c1OC
→ 41, 77, 67, 64, 96, 86, 88, 80
O=C(CSc1n[nH]c(-c2ccncc2)n1)c1ccc(Br)cc1
→ 101, 95, 97, 83, 97, 87, 99, 96

# 3 structures from above, ordered by heavy-atom count, ascending.
# Each structure is followed by: HOP-92, CCRF-CEM, EKVX, RPMI-8226, SR, K-562, HOP-62, MOLT-4
Cc1ccc(/C=C(/C#N)C(N)=O)cc1
→ ., 103, ., 103, ., 53, 106, 98
N#Cc1cnc(Nc2nc3ccccc3s2)nc1N
→ 108, 100, 99, 96, ., 79, 107, 86
Cc1ccccc1Cc1cnc(Nc2ccccn2)s1
→ 79, 89, 94, 83, 92, 38, 104, 92

# Going on with the list.
# Each structure is followed by: HOP-92, CCRF-CEM, EKVX, RPMI-8226, SR, K-562, HOP-62, MOLT-4
C=C(C)[C@@H]1CC[C@]2(C(=O)NCc3ccc(OCc4cn(-c5ccc(Cl)cc5Cl)nn4)c(OC)c3)CC[C@]3(C)C(CCC4[C@@]5(C)CCC(OC(C)=O)C(C)(C)C5CC[C@]43C)C12 (stereo partly specified)
→ 114, 112, 99, 105, 106, 92, 102, 108
CSc1c(-c2nc3ccccc3s2)c(N)nc2c(C(=O)Nc3ccccc3)c(Nc3ccccc3)nn12
→ 104, 105, 98, 102, 97, 99, 105, 106
COc1cc(Br)c(CCC(=O)O)cc1OC
→ ., 109, 111, 113, 95, 102, 103, 104
O=C(O)Cc1sc(=O)[nH]c1O
→ ., 100, 104&105, 107, 90&90, 117&101, 99&104, 83&89
CCOC(=O)/C=C/c1nc(C#N)c(N(C)C)o1
→ 83, 102, 100, 99, ., 90, 94, 99
C=CCCCCCCCCC1OCC(CC)([N+](=O)[O-])CO1 (stereo unspecified)
→ 81, 95, 90, 93, 94, 90, 91, 101
Nc1ccc2c(c1)C(=O)c1cc(C(=O)O)ccc1-2
→ 63, 115, 94, 135, 115, 108, 108, 111
Nc1ccc(S(=O)(=O)c2ccc(N=Cc3ccccc3)cc2)cc1
→ 87, 83, 102, 105, 112, 101, 76, 102
Cc1ccc(C)n1CCN1CCNCC1
→ 142, 110, 92, 264, 102, 115, 97, 108
CC(=O)Nc1sc2c(c1C(N)=O)CCC(=O)C2
→ 117, 102, 103, 105, 97, 89, 88, 96
CN(C)C(=S)N=Nc1c(O)[nH]c2ccccc12
→ -7.0*, -12*, 15, ., -18*, ., 11, -12*
CCn1cc(-c2ccnc(NCCCNS(=O)(=O)c3ccc(Cl)cc3)c2)c(-c2cccc(O)c2)n1
→ 80, 94, 102, 80, 75, 58, 117, 80
CC(=O)C1=C(C)NC(SCc2nnc(-c3ccc(Cl)cc3)o2)=NC1c1ccc(F)cc1 (stereo unspecified)
→ 98, 95, 96, 86, 81, 95, 100, 102
Clc1nc2ccccc2o1
→ 92, 99, 109, 108, 97, 99, 96, 99
CC(=O)[C@H]1CC[C@H]2[C@@H]3C[C@H](C)C4=CC(=O)CC[C@]4(C)[C@H]3C(=O)C[C@]12C
→ 85, 104, 114, 97, 98, 106, 99, 92
CCCc1nn2c(-c3ccccc3)nnc2o1
→ 143, 98, 106, 117, 88, 107, 120, 94
COc1ccc(S(=O)(=O)NCCCNc2nccc(-c3c(-c4cccc(OC)c4)nc4occn34)n2)cc1
→ 99, 106, 95, 86, 99, 79, 107, 67
Cc1ccc(-c2nc(C#N)c(S(=O)(=O)N3CCN(S(=O)(=O)c4ccc(Cl)cc4)CC3)o2)cc1
→ 95, 13, 99, 97, 47, 57, 63, 76
C#CCn1cccc1CNc1ccc(OC)cc1
→ ., -44*, -83*, -59*, -36*, -47*, -45*, -30*
COc1ccc2c(O)c(/C=C3\N=Nc4ccccc43)oc2c1C[C@H]1CCNC[C@H]1F
→ 39, 48, 40, 60, -23*, 37, 54, 24

# Compounds shown so far with a thiophene ring, fused or not, in the order listed:
# Each structure is followed by: HOP-92, CCRF-CEM, EKVX, RPMI-8226, SR, K-562, HOP-62, MOLT-4
Nc1c(C(=O)NC2CCCCC2)sc2nc3c(cc12)C(=O)CCC3
→ 83, 99, ., 100, 79, 88, 120, 90
O[C@@H]1Cc2cc(Br)c3ccccc3c2N[C@H](c2cccs2)C1
→ ., 76, 68, 43, 50, 55, 68, 80
Cc1nc2sc(C(=O)Nc3ccc(Br)cc3)c(N)c2cc1C(=O)c1ccccc1
→ 99, 100, 91, 97, 86, 87, 95, 99
CC(=O)Nc1sc2c(c1C(N)=O)CCC(=O)C2
→ 117, 102, 103, 105, 97, 89, 88, 96

# Additional compounds follow.
# Each structure is followed by: HOP-92, CCRF-CEM, EKVX, RPMI-8226, SR, K-562, HOP-62, MOLT-4
COc1ccc(C(O)c2cnc(C)n2Cc2ccccc2)cc1 (stereo unspecified)
→ ., 101, 90, 98, 95, 81, 94, 91
Nn1c(N/N=C/c2nc3ccccc3s2)n[nH]c1=S
→ 99, ., 65, 105, 108, 108, 75, 115
CCOC(=O)N/N=C/c1ccc(N(C)C)cc1
→ 108, 91, 105, 100, 87, 105, 109, 96
COc1ccc(C(=O)COc2ccc(/C=C3\CCc4cc(OC)ccc4C3=O)cc2)cc1
→ 78, 75, 90, 77, 72, 75, 97, 92
O=C(N/N=C/c1ccc([N+](=O)[O-])cc1)c1ccccc1Nc1ccnc(C(F)(F)F)c1
→ ., 78, 67, 11, 100, 78, 49, 86
CC1(c2ccncc2)OCCO1
→ ., 99, 96, 97, 94, 106, 119, 100
O=c1nc(-c2ccc(F)cc2)c2cc(-c3cncnc3)ccc2[nH]1
→ 99, 93, 90, 95, 94, 94, 100, 92
CCC1(C)N=C(N)Nc2nc3cc(C)c(C)cc3n21 (stereo unspecified)
→ 87, 118, 105, 79, 81, 77, 89, 69
C[C@@H]1[C@H](CCO)[C@H]1CCc1ccccc1
→ 85, 97, 100, 97, 91, 100, 86, 97
COc1cc(/C=C2/C(=O)Nc3ccc(Cl)cc32)ccc1OCc1ccc(Cl)cc1
→ 88, 70, 89, 100, 42, 89, 92, 77
CC(=O)c1cc(C(=O)c2ccc3c(c2)NC(=O)CO3)n2ccc3ccccc3c12
→ 98, 83, 75, 63, 63, 84, 74, 67
COc1ccc(/C=N/NC(=O)COc2cc(=O)[nH]c3cc(C)ccc23)cc1
→ 98, 101, 105, 99, 72, 86, 92, 94

# Structures listed so far containing a nitro group on carbon (four):
# Each structure is followed by: HOP-92, CCRF-CEM, EKVX, RPMI-8226, SR, K-562, HOP-62, MOLT-4
O=C(O)c1cn(C2CC2)c2cc(N3CCN(C(=O)CN4C(=O)S/C(=C\c5ccc([N+](=O)[O-])cc5)C4=O)CC3)c(F)cc2c1=O
→ 102, ., 72, 112, 90, 97, 82, 102
C/C(=C(/C)C1CC1CCN(C(=O)c1ccc([N+](=O)[O-])cc1)S(=O)(=O)c1ccc(C)cc1)c1ccc(-c2ccccc2)cc1 (stereo unspecified)
→ 95, 84, 84, 83, 81, 80, 95, 79
C=CCCCCCCCCC1OCC(CC)([N+](=O)[O-])CO1 (stereo unspecified)
→ 81, 95, 90, 93, 94, 90, 91, 101
O=C(N/N=C/c1ccc([N+](=O)[O-])cc1)c1ccccc1Nc1ccnc(C(F)(F)F)c1
→ ., 78, 67, 11, 100, 78, 49, 86
